TbHK1 inh = T. brucei hexokinase 1 inhibition; recombinant TbHK1, G6PDH-coupled NADH A340; inhibition, % at 10 µM; 220,000 compounds, 0.11% hits;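 active = inhibition of 50% or more in the single-dose primary screen; inactive = inhibition below 50%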
Runt-SMMHC FRET = blocks binding of human RUNX1 Runt domain to CBFb-SMMHC | Q01196+Q13951 | Cerulean-Runt/Venus-CBFb-SMMHC FRET ratio 530/480, 1 h | inhibition, % at 20 µM | 220,000 compounds, 0.74% hits | AID 1434;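 active = mean inhibition across duplicate retests at 20 µM reaching about 50%, limit read from the data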;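 also: 0% = DMSO wells and 100% = wells with excess untagged CBFb-SMMHC; inhibitors lower the FRET ratio by blocking Runt binding to CBFb-SMMHC; some results filed as inactive read as strong as hits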
Runt-CBFb FRET = inhibitors of human RUNX1 Runt domain binding to CBFb | Q01196+Q13951 | Cerulean-Runt/Venus-CBFb FRET ratio 530/480, 1 h | inhibition, % at 20 µM | 220,000 compounds, 0.46% hits;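 active = inhibition over about 50% at 20 µM in the single-dose screen, limit read from the data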;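 also: 0% = DMSO wells and 100% = excess unlabeled CBFb competitor control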
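Measured by: fluorescence energy transfer, 422 nm excitation, 530/480 nm emission; test system: Cerulean-tagged RUNX1 Runt domain (FRET donor) fusion protein; buffer or medium: Tris pH 7.5 buffer with BSA; compound: one dose, 20 µM compound, 1% DMSO; times: two 1 h room-temperature incubations shielded from light; benchmarks: unlabeled CBFb 5 µM, positive control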
zVAD death inh = L929 zVAD cell death inhibition; 220,000 compounds, 0.38% hits; viability rescue, % at 10 µM; AID 1377; L929 zVAD necroptosis rescue, ATP luminescence, 24 h; with zVAD 60 µM;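 active = activation, scaled between plate controls, above about 75%, limit read from the data; inactive = activation under that limit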;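 also: 0% = zVAD with DMSO and 100% = DMSO alone without zVAD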
NCF1 inh = inhibitors of human p47phox binding; 220,000 compounds, 0.53% hits; AID 1274; P14598; inhibition, % at 24.7 µM; p47phox/p22phox peptide binding, fluorescence polarization, 2 h;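 active = inhibition above about 30%, limit read from the data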;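 also: 0% = p47phox with labelled peptide and 100% = labelled peptide alone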
Hck-Nef inh = blocks Nef-activated human Hck kinase; Recombinant Hck-YEEI plus Nef, Z-Lyte FRET kinase assay; 220,000 compounds, 0.68% hits; P08631; inhibition, % at 20 µM;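 active = Hck-Nef kinase inhibition above about 50%, limit read from the data; inactive = inhibition below that limit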;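 also: 0% = DMSO with Hck plus Nef and 100% = Hck alone without Nef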
Target sequence (P08631 whole entry, looked up): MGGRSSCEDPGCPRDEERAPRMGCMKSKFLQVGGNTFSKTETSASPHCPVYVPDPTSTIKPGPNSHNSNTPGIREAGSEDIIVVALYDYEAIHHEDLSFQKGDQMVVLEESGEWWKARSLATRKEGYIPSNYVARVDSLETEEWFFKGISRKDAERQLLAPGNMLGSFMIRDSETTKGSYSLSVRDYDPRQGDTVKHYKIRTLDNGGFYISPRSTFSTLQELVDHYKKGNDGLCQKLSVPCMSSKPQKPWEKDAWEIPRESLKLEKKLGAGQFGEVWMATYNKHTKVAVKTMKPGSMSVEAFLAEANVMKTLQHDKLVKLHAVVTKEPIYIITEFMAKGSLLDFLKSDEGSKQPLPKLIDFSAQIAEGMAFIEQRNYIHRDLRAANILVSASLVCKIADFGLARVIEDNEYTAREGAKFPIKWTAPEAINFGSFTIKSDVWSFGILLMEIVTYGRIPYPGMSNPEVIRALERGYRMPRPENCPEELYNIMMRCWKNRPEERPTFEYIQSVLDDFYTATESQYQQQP
Mdm2 ligase inh = Mdm2 E3 ligase (human) inhibition | Q00987 | cell-based MDM2 ubiquitination luciferase reporter, 2 h; 0 = plate control, 100 = twice control, blank-subtracted | signal enhancement, % at 5 µM | 210,000 compounds, 0.11% hits | AID 1230;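 active = signal enhancement of 30% or more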;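 also: luminescence tracks abundance of the self-degrading MDM2-luciferase fusion protein; higher signal means inhibition of MDM2 E3 ligase activity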
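Buffer or medium: Cells held in DMEM | Assay system: Stable mammalian line carrying autodegrading MDM2–luciferase fusion reporter | Quantity: 2000 cells/well | Times: 4 h settle plus 2 h compound, 37 °C | Doses: One concentration, 5 µM, with 0.2% DMSO | Technique: Luminescence with SteadyLite reagent, 15 min at room temperature | Benchmarks: Plate controls and plate blanks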
14-3-3 Bad inh = disrupts binding of bovine 14-3-3 zeta to phospho-Bad peptide. P63103. inhibition, % at 21.7 µM. AID 781. 220,000 compounds, 0.71% hits. TR-FRET 14-3-3zeta/Dy647-pBad peptide displacement, 1 h;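 active = inhibition above about 70%, limit read from the data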;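 also: 0% = full 14-3-3 plus peptide FRET controls and 100% = background without 14-3-3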
Target sequence (P63103 whole entry, looked up): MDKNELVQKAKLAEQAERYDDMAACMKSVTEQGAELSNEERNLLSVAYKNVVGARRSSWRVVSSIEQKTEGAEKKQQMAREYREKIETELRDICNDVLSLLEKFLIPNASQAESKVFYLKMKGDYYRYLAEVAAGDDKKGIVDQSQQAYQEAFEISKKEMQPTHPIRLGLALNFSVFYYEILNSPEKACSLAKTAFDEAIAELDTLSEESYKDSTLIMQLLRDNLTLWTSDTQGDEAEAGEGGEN
EBV gp42 block = inhibitors of Epstein-Barr virus glycoprotein 42; Q1HVG2; Fluorescence polarization binding assay, mP read-out; inhibition, % (tested at 21.74 µM); 220,000 compounds, 0.42% hits; in the data active = inhibition above about 50%
Target sequence (Q1HVG2 whole entry, looked up): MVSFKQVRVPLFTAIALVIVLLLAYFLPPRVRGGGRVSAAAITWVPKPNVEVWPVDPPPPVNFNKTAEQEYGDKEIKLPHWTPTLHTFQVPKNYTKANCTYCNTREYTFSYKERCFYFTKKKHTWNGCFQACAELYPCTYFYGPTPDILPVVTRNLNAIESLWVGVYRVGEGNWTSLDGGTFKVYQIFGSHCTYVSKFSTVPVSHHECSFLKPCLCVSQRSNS
* hit, by the source's call; . = no result given; [ ] = remark or other dose.

SMILES	TbHK1 inh	Runt-SMMHC FRET	Runt-CBFb FRET	zVAD death inh	NCF1 inh	Hck-Nef inh	Mdm2 ligase inh	14-3-3 Bad inh	EBV gp42 block
CN(Cc1ccccc1)C1CC(=O)N(c2ccc(C(=O)O)cc2)C1=O (configuration not stated)	2.4	1.1	4.1	-0.3	-4.8	-21.1	-8.3	16.6[fluorescence artefact?]	-12.0
CCCCOc1ccccc1C(=O)NCCCCCC(=O)O	-3.2	3.9	-0.9	1.9	-12.3	-1.8	-1.3	-5.7	-20.0
Nc1sc2c([n+]1CCCS(=O)(=O)[O-])CCCC2	-3.8	-1.7	-0.9	1.9	-4.3	23.5	-5.9	-3.6	-6.3
Cc1ccc(CNS(=O)(=O)NCc2ccccc2F)cc1	3.1	2.3	0.2	4.0	-8.5	19.1	-20.1	-5.8	-17.8
Cc1cc(NC(=O)CN2CCCCCCC2)no1	3.5	-7.4	-0.4	1.4	-9.9	0.2	7.6	39.6	-4.8
CC(C)(C)OC(=O)N1CCCN(C(=O)Nc2ccccc2)CC1	-6.1	1.7	1.3	0.3	0.8	3.3	-4.8	-3.4	-4.4
COc1ccc(C(=O)Nc2cnc3sc(C)nn3c2=O)cc1	-21.1	-1.0	-1.0	8.8	-3.0	15.6	-6.6	11.1	-5.8
O=C(Nc1ccc(Cl)cc1)OCc1ccccn1	-5.7	0.9	0.2	0.3	-3.9	9.6	.	7.5	-18.1
CC(NC(=O)Cn1c(=O)oc2cc(S(=O)(=O)N3CCCC3)ccc21)c1ccccc1 (configuration not stated)	-5.8	-2.0	0.6	0.6	-3.2	-0.3	-7.2	2.4	-9.9
Cc1ccccc1Cn1c(C)cc(C)c(C#N)c1=O	-7.3	0.7	-1.8	1.7	0.2	20.8	-1.0	-5.3	-10.9
O=[N+]([O-])c1ccc(Cl)c(S(=O)(=O)NCC2CCCO2)c1 (configuration not stated)	-1.3	-0.4	-2.0	-0.1	0.1	-0.1	-12.5	18.1[fluorescence artefact?]	-0.8
O=C(/C=C/c1ccco1)Nc1ccccc1N1CCOCC1	-21.1	-0.8	2.4	.	-3.8	4.3	-6.5	-14.9	-6.1
S=c1[nH]nc(-c2ccncc2)n1Cc1ccccc1	-2.2	2.8	-0.8	1.3	1.5	1.4	15.4	-6.0	-10.6
NC1=NC(=Nc2ccccc2)c2ccccc21	-15.4	3.0	-0.2	-0.1	-8.2	2.2	-8.9	-7.1	-20.9
O=C(CCCOc1ccc(Cl)cc1)N1CCCCCC1	3.8	-4.1	-1.2	0.4	-15.0	2.8	0.5	5.7	-23.1

Compound profiles (already shown). Order of screens: TbHK1 inh, Runt-SMMHC FRET, Runt-CBFb FRET, zVAD death inh, NCF1 inh, Hck-Nef inh, Mdm2 ligase inh, 14-3-3 Bad inh, EBV gp42 block
`Nc1sc2c([n+]1CCCS(=O)(=O)[O-])CCCC2` is entered as -3.8, -1.7, -0.9, 1.9, -4.3, 23.5, -5.9, -3.6, -6.3
`CC(C)(C)OC(=O)N1CCCN(C(=O)Nc2ccccc2)CC1` is entered as -6.1, 1.7, 1.3, 0.3, 0.8, 3.3, -4.8, -3.4, -4.4

Following part:
SMILES	TbHK1 inh	Runt-SMMHC FRET	Runt-CBFb FRET	zVAD death inh	NCF1 inh	Hck-Nef inh	Mdm2 ligase inh	14-3-3 Bad inh	EBV gp42 block
Cc1cc(N2C(=O)C3C4C=CC(C4)C3C2=O)ccc1NC(=O)c1cccs1 (configuration not stated)	8.9	25.7	-1.1	0.1	-2.7	2.0	10.0	9.1	-7.4
COc1nc(NCCC2=CCCCC2)nc(OC)n1	2.5	1.3	0.5	3.0	-0.5	8.4	-8.2	-9.2	137.8*
O=C(O)C1CC=CCC1C(=O)Nc1ccc2c(c1)OCCO2 (configuration not stated)	1.2	1.1	0.0	-0.3	2.9	10.3	-4.9	-11.2	1.7
O=C(O)C1C2C=CC(C2)C1C(=O)NCc1ccc2c(c1)OCO2 (configuration not stated)	1.6	-1.8	1.4	2.5	-3.4	-1.0	-4.7	-1.8	-9.2
CC(CN1CCCCC1)C(=O)NNC(=O)C12CC3CC(CC(C3)C1)C2 (configuration not stated)	1.6	-1.8	-0.9	0.7	1.7	13.2	-1.4	-4.6	-2.7
S=C(Nc1ccc2nsnc2c1)N1CCCCCC1	-14.2	.	.	6.8	-10.2	22.5	-35.8	-10.8	-24.4
Fc1ccc(Cn2nnnc2C(c2cccs2)N2CCCCCC2)cc1 (configuration not stated)	4.9	0.9	-2.0	-0.2	-20.7	0.6	-4.7	-7.2	4.6
CSc1ccccc1C(=O)Nc1nc2ccccc2c(=O)[nH]1	-3.5	-2.2	0.2	0.2	3.0	8.9	-7.1	0.9	-8.5
CCCc1c(C(=O)O)cnn1-c1ccc(Cl)cc1	44.7	-3.4	-0.7	-0.8	-1.8	3.9	-6.6	2.2	-15.6
Cc1c(Cc2ccccc2)c(NCCCO)n2c(nc3ccccc32)c1C#N	3.6	77.6*	56.7*	1.3	-1.1	-1.7	-4.2	-0.3	35.6
O=C(C[n+]1cc(-c2ccccc2)n2c1CCCCC2)c1ccc(Br)cc1	12.6	-3.1	0.0	-0.7	-3.0	14.6	-4.7	-0.2	-12.7
O=C(NC1CCS(=O)(=O)C1)c1ccc(-c2ccc(Br)cc2)o1 (configuration not stated)	-5.6	-0.2	-2.0	3.4	-4.6	0.3	-2.4	0.9	-2.6
Cn1ccnc1SCC(=O)Nc1sccc1C#N	1.5	3.7	18.2	4.0	-6.1	12.9	-18.0	-0.2	-1.6
CCCn1c(SCC(=O)Nc2nccs2)nnc1-c1cccnc1	8.5	3.8	0.2	-0.2	-13.0	-0.2	11.7	-5.1[fluorescence artefact?]	3.4
O=C(Cn1cnc2ccccc2c1=O)N1CCOCC1	-1.9	-2.5	-2.7	0.9	-13.2	1.0	.	-5.0	-25.1

Overlap with the part before: three compounds; new compounds follow.
SMILES	TbHK1 inh	Runt-SMMHC FRET	Runt-CBFb FRET	zVAD death inh	NCF1 inh	Hck-Nef inh	Mdm2 ligase inh	14-3-3 Bad inh	EBV gp42 block
Cn1ccnc1SCC(=O)Nc1sccc1C#N	1.5	3.7	18.2	4.0	-6.1	12.9	-18.0	-0.2	-1.6
CCCn1c(SCC(=O)Nc2nccs2)nnc1-c1cccnc1	8.5	3.8	0.2	-0.2	-13.0	-0.2	11.7	-5.1[fluorescence artefact?]	3.4
O=C(Cn1cnc2ccccc2c1=O)N1CCOCC1	-1.9	-2.5	-2.7	0.9	-13.2	1.0	.	-5.0	-25.1
COc1cccc(Nc2nc(N)nc(CCl)n2)c1	-5.3	0.7	1.2	-1.2	-4.4	9.2	-3.6	-5.9	2.1
CC(=O)Nc1cccc(Oc2ccc([N+](=O)[O-])cc2Cl)c1	-8.5	-0.4	1.7	0.3	-3.0	6.8	-2.5	-16.6	6.6
CC(C)CN=c1cc(-c2ccccc2)oc2ccc(Cl)cc12	-41.6	-4.3	1.1	-0.3	3.2	1.3	-9.2	15.0	-11.6
CC1CCN(S(=O)(=O)c2ccc(Oc3ccc([N+](=O)[O-])cc3)cc2)CC1	0.9	-2.4	-0.2	-0.4	-0.1	-1.2	-14.4	8.9	-10.5
Cc1nc2sc(-c3ccccc3)nn2c(=O)c1Br	-13.4	-3.0	0.3	.	1.6	4.2	-13.1	-2.4	4.2
COC(=O)c1c(/N=C/N(C)C)sc2c1CCN(c1ncc(C(F)(F)F)cc1Cl)C2	-11.1	57.8*	5.2	-0.3	-1.2	25.3	-7.1	-0.4	20.1
COc1ccc(CCNC(=O)/C=C/c2ccc(OC)c(S(=O)(=O)N3CCOCC3)c2)cc1	-10.9	-1.7	-2.1	-0.1	0.4	17.1	.	-2.5	-16.0
Cc1sc2nc(CN3CCCCC3)nc(Nc3ccc4c(c3)OCCO4)c2c1C	0.0	-1.9	-1.4	-0.9	-7.0	22.5	-30.0	-10.8	2.2
CC1(C)CC(CCNC(=O)c2ccco2)CC(C)(C)N1	1.8	1.0	0.9	0.3	-20.0	1.1	-2.0	4.2	2.3
CC1(C)CC(=O)C=C(N2CCCC2)C1	7.9	-5.8	0.6	-0.1	-17.5	4.2	.	-6.9	-19.3
COC(=O)c1cc(C(=O)NCCC(C)C)cc([N+](=O)[O-])c1	1.0	2.6	1.0	0.1	0.4	8.6	.	0.8	-10.6
CCn1ncc(/C=C/C(=O)c2ccccc2)c1C	-36.7	7.6	-1.1	.	-1.7	3.2	-5.3	-14.2	-12.5
O=C(N/N=C/c1cc(Cl)ccc1O)c1ccccc1Br	-9.2	-1.8	4.5	1.6	-5.3	-26.2	-15.8	-5.1	10.1
CCCOc1ccc(C(C)(O)CN2CCOCC2)cc1 (configuration not stated)	5.6	1.9	-0.2	-0.3	-7.7	-0.9	-13.5	19.6	-5.9
COc1ccc(C(=O)NCCN2CCCC2)cc1OC	-5.3	-6.9	0.3	0.3	-1.9	2.1	-7.0	8.0[fluorescence artefact?]	-13.0
Nc1nc(SCC(=O)N2CCCC2)[nH]c(=O)c1-c1ccccc1	-3.1	-1.1	0.9	-0.1	-11.4	6.7	-5.3	-3.3	-7.7
CCOC(=O)C(CCCCCCP(=O)(c1ccccc1)c1ccccc1)NC(C)=O (configuration not stated)	-3.2	2.7	3.2	0.4	-14.5	12.9	-16.8	3.3	-18.6
Cc1ccc(OCC(=O)NCc2ccccc2)c([N+](=O)[O-])n1	-9.3	0.0	0.5	0.7	-6.2	1.3	-13.6	-1.3	-4.9
NC(=O)c1ccc(Br)c(S(=O)(=O)N2CCCCC2)c1	-2.7	-1.5	-1.6	1.8	-8.7	-0.2	-11.0	-0.9	-21.2
N#Cc1c(-c2ccccc2)cc(C2CC2)nc1N	-14.1	1.5	-1.8	24.7	-21.1	-13.3	-17.0	8.8[fluorescence artefact?]	-11.3
CC(C)Nc1nc(Oc2cccc(Cl)c2Cl)cc(C(F)(F)F)n1	-1.3	0.2	1.5	-0.2	3.0	-0.4	-10.0	-0.5	-3.0
Cc1ccc(-n2nc3c(c2NC(=O)c2ccc(S(=O)(=O)N4CCOCC4)cc2)CSC3)c(C)c1	5.2	-12.0	-6.3	-0.4	-10.1	5.8	-13.4	-3.5	-21.0
COc1ccc(-c2ccnc3nc(/N=C/N(C)C)nn23)cc1	-43.8	-0.4	0.0	-0.8	-5.5	28.0	-3.5	12.8	-2.8
COc1ccccc1NC(=O)/C=C/c1ccc2c(c1)OCO2	-23.7	-2.3	0.0	1.0	-27.7	9.9	-16.7	3.6	-8.7

3 entries out of the list, sorted by SMILES length, lowest first:
SMILES	TbHK1 inh	Runt-SMMHC FRET	Runt-CBFb FRET	zVAD death inh	NCF1 inh	Hck-Nef inh	Mdm2 ligase inh	14-3-3 Bad inh	EBV gp42 block
N#Cc1c(-c2ccccc2)cc(C2CC2)nc1N	-14.1	1.5	-1.8	24.7	-21.1	-13.3	-17.0	8.8[fluorescence artefact?]	-11.3
COc1ccccc1NC(=O)/C=C/c1ccc2c(c1)OCO2	-23.7	-2.3	0.0	1.0	-27.7	9.9	-16.7	3.6	-8.7
CC(C)Nc1nc(Oc2cccc(Cl)c2Cl)cc(C(F)(F)F)n1	-1.3	0.2	1.5	-0.2	3.0	-0.4	-10.0	-0.5	-3.0

Compound activity: PubChem BioAssay, several laboratories

Random draw from the library; about 3.2% have a hit in one of these screens.
